Scp-1 inhibitor: Scp-1 (human) phosphatase inhibition | Q9GZU7 | Recombinant Scp1, phosphopeptide, malachite green phosphate absorbance | inhibition, % at 20 µM | hit rate 0.88% among 340,000;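 active = inhibition above about 50% at 20 µM, limit read from the data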;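 note: plate controls were DMSO wells with enzyme for no effect and wells lacking enzyme for full effect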
Target sequence (Q9GZU7 76-261 limits assumed): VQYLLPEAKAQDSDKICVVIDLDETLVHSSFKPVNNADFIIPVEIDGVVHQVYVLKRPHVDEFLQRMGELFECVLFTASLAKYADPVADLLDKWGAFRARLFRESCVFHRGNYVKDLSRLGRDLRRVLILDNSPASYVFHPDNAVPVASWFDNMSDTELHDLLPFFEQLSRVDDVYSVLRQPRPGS
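Test system: SCP-1 phosphatase catalytic domain, residues 76-261; measured by: colorimetric phosphate reagent with accelerator and stabiliser, absorbance at 630 nm; timing: enzyme reaction 45 min at room temperature, colour 5 min, stabilisation 30 min; also added: Phosphorylated 17-residue peptide substrate; compound dosing: one concentration, 20 µM, with 1.0% DMSO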
DNMT1 block: blocks human DNA methyltransferase DNMT1; P26358; DNMT1 molecular beacon, Hinp1I cleavage, fluorescence; inhibition (reported as % activation of signal), % at 10 µM; hit rate 0.83% among 360,000; in the data active = inhibition above about 50%
Rpn11 inh: blocks the human proteasome subunit Rpn11 | O00487 | human 26S proteasome, Ub4-pepOG fluorescence polarization; 20S core pre-blocked with epoxomicin | hit rate 0.59% among 360,000 | AID 588493 | calls only at 20 µM;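 active = inhibition at 20 µM, scaled to each plate's controls, above about 33%, limit read from the data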
NadD block: NadD (S. aureus) enzyme inhibition. inhibition, % at 20 µM. hit rate 0.78% among 360,000. purified NadD enzyme, colorimetric absorbance read-out. AID 602399; in the data active = inhibition above about 26%; note: some compounds past the cut are filed as inactive
PABP1 MLLE inh: inhibitors of microRNA-mediated deadenylation, human PABP1 MLLE binding; GST-MLLE / FITC-PAM2 fluorescence polarization; hit rate 0.36% among 360,000; inhibition, % at 20 µM; P11940; in the data active = inhibition above about 35%, passing the limit was not always enough;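 note: plate controls were DMSO wells with GST-MLLE for no effect and wells lacking GST-MLLE protein for full effect; some results filed as inactive read as strong as hits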
Target sequence (P11940 whole entry, looked up): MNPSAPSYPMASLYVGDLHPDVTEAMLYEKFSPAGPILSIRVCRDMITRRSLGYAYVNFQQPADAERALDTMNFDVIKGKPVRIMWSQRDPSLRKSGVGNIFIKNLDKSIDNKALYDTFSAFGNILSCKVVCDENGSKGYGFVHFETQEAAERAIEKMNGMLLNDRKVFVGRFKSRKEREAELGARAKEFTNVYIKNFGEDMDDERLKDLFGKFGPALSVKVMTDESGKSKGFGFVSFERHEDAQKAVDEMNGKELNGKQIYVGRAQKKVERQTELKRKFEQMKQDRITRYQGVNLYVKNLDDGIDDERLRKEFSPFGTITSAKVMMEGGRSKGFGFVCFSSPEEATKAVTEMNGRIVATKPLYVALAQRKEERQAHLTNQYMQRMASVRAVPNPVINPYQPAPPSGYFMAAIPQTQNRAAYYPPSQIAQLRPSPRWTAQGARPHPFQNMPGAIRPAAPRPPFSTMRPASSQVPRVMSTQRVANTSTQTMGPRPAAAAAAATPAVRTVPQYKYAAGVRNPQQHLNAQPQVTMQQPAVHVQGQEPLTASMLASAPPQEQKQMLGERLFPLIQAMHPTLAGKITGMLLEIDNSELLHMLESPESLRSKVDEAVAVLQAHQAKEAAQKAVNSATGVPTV
SUMO1-SIM PPI: modulators of human SUMO1-mediated protein-protein interactions | hit rate 0.33% among 360,000 | AID 602429 | inhibition, % at 20 µM | P63165 | SUMO1 binding to a labelled peptide, TR-FRET, 1 h; in the data active = inhibition above about 37%
Target sequence (P63165 whole entry, looked up): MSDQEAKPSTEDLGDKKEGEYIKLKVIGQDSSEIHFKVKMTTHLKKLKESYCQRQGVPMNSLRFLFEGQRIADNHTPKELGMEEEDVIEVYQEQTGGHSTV
CSN deneddyl inh: blocks human CSN-mediated cullin deneddylation | Q92905 | Purified CSN, SCF-Nedd8-OG deneddylation, fluorescence polarization | inhibition, % at 12.5 µM | hit rate 0.38% among 360,000 | AID 651999;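 active = pattern-corrected inhibition above about 35%, with an unprinted fluorescence ratio check between 0.5 and 1.5, limit read from the data, passing the limit was not always enough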;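 note: 0% = enzyme with substrate and 100% = substrate without enzyme; some results filed as inactive read as strong as hits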
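Assay system: purified human Csn5 enzyme expressed in HEK293T cells; Input: 0.24 nM Csn5 enzyme, final concentration; Reagent: 10 nM SCFSkp2-Nedd8OG; Compound dosing: 12.5 µM single point; Times: reaction 90 min, room temperature; Technique: fluorescence polarization readout.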
TbMetRS inhib: Trypanosoma brucei MetRS inhibition; purified T. brucei MetRS, ATP depletion, Kinase-Glo luminescence; inhibition, % at 11.9 µM; hit rate 0.4% among 360,000; AID 624268;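 active = inhibition above a per-plate cutoff of the control wells' mean inhibition plus 3 SD, cut at about 5.5% in these data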;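 note: 0% = DMSO wells median and 100% = median of wells with control inhibitor compound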
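technique = Kinase-Glo luminescence, ATP depletion format | system = purified MetRS (methionyl-tRNA synthetase) enzyme from Trypanosoma brucei | timing = 15 min preincubation, 2 h reaction, all 25 °C | evaluation = percent inhibition versus plate control medians | dosing = single dose, 11.9 µM final nominal, 0.9% final DMSO | also added = substrates ATP, L-methionine and bulk Escherichia coli tRNA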
STEP inh: STEP (human) phosphatase inhibition. recombinant STEP, OMFP fluorogenic substrate, fluorescence. P54829. hit rate 0.25% among 360,000. inhibition, % at 20 µM;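 active = inhibition at 20 µM, scaled per plate between control wells, above about 37%, limit read from the data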;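 note: 0% = DMSO with enzyme and substrate and 100% = substrate only without enzyme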
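Measure: Control-normalized % inhibition with plate pattern correction | Test system: STEP phosphatase, cell-free reaction | Medium: pH 6.0 Bis-Tris with DTT and Tween 20 | Technique: Fluorescence, 480/540 nm | Times: Reaction 20 min, ambient temperature | Doses: Single compound dose of 20 µM, 1% DMSO final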
LMPTP inh: LMPTP (human) inhibition; hit rate 0.22% among 360,000; recombinant LMPTP-A, OMFP fluorogenic substrate, fluorescence intensity; inhibition, % at 20 µM;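 active = compounds that cut the enzyme signal by at least half of the control window in the single-dose screen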;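 note: plate controls were DMSO wells with enzyme plus substrate for no effect and substrate without enzyme for full effect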
Target sequence (P24666 whole entry, looked up): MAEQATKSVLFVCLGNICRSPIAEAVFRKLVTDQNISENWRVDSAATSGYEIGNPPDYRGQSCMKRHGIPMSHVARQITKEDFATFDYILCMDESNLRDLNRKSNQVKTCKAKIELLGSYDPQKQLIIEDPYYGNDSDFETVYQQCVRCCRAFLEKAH
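Test system – LMPTP-A enzyme · Amount – LMPTP-A at 0.625 nM final in the reaction · Buffer or medium – Bis-Tris pH 6.0, DTT, detergent · Reagent – OMFP 400 µM · Doses – single 20 µM dose · Schedule – reaction 50 min, room temperature, dark · Detection – fluorescence intensity of OMFP turnover product · Evaluation – percent inhibition versus substrate-only and uninhibited controls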
* marks the source's active call; other numbers are inactive results; i = inactive; · = not tested or not shown. Not a hit list (roughly 3.6% active in at least one column).

SMILES | Scp-1 inhibitor | DNMT1 block | Rpn11 inh | NadD block | PABP1 MLLE inh | SUMO1-SIM PPI | CSN deneddyl inh | TbMetRS inhib | STEP inh | LMPTP inh
Cc1cc(C)cc(N=C2SC(CC(=O)Nc3ccccc3)C(=O)N2CCN2CCOCC2)c1 (stereo not given) | -3 | -1 | i | -8 | 13 | 2 | -3 | 0.7 | 2 | 0.6
CCS(=O)(=O)N1Cc2ccccc2CC1C(=O)NCCc1c[nH]c2ccccc12 (stereo not given) | -10 | -13 | i | 5 | 2 | -5 | 2 | -0.2 | 3 | 1.5
Cc1c(C(=O)O)oc2ccc(S(=O)(=O)N3CCCC3)cc12 | -4 | 1 | i | -4 | -17 | -2 | 3 | 0.8 | -3 | -1.8
COc1ccc(NC(=S)NC2CCCCC2)c(OC)c1 | 4 | -1 | i | 0 | -12 | 2 | 0 | -0.8 | 3 | -0.1
COc1ccc(C(=O)Nc2cc(Cl)ccc2-n2cncn2)c(OC)c1OC | -6 | -2 | i | -5 | 5 | 15 | -1 | -0.3 | -1 | -0.1
CCOC(=O)c1c(C)[nH]c(C(=O)OC)c1CCC(=O)OC | -3 | -3 | i | -3 | 4 | -2 | 2 | -0.7 | -1 | -2.5
COc1ccc(NC(=O)CN(C)CC(=O)N(C)C2(C#N)CCC(C)CC2)cc1 (stereo not given) | 6 | -1 | i | 6 | -61 | -1 | -2 | 0.4 | 2 | 0.0
Cc1n[nH]c(C)c1S(=O)(=O)N1CCC(C(=O)O)CC1 | 17 | 3 | i | 4 | -3 | 1 | 4 | -1.0 | -2 | -2.1
Cc1ccccc1NC(=O)N1C2CCCC1CC(NC(=O)C(C)(C)C)C2 (stereo not given) | -2 | 2 | i | 6 | 4 | 1 | 2 | -0.2 | 0 | -1.5
N#C/C(=C\c1c(N2CCOCC2)nc2ccccn2c1=O)C(=O)NC1CCS(=O)(=O)C1 (stereo not given) | 7 | -2 | i | 0 | 14 | -30 | -1 | -0.1 | 0 | -1.4
CCN1C(=C2C(=O)c3ccccc3C2=O)C=Cc2ccccc21 | -19 | 3 | i | -4 | 0 | -32 | 3 | -0.7 | 0 | 0.1
CC(C)CCNC(=O)C(=O)NCCC1=CCCCC1 | -5 | 6 | i | -1 | 23 | -2 | -2 | 0.3 | 0 | -1.0
O=C(Nc1nc2cc3c(cc2s1)OCCO3)c1ccncc1 | -7 | -13 | i | -2 | -16 | -4 | -1 | -0.4 | -2 | 4.6
O=C(c1cc(-c2ccccn2)nc2ccc(Br)cc12)N1CCN(S(=O)(=O)c2ccccc2)CC1 | -3 | -6 | i | 4 | 1 | -2 | -4 | -0.5 | 2 | 2.8
Cc1ccc(S(=O)(=O)Nc2ccc(C(=O)N3CCCC3)cc2)c(C)c1NS(C)(=O)=O | -4 | 2 | i | 4 | -11 | -3 | -4 | -0.7 | -1 | -0.2
CC(=O)Nc1cccc(C(=O)OCC(=O)NCc2ccc(F)cc2)c1 | -7 | 0 | i | -2 | -6 | -1 | 1 | -0.2 | -2 | -1.6
CCCCOc1ccc(C(=O)NCC(=O)OCC(=O)N2CCN(S(=O)(=O)c3ccc(C)cc3C)CC2)cc1 | -6 | -2 | i | -5 | -6 | 2 | -2 | -1.2 | 0 | 1.9
COc1cccc(-n2nc(C(=O)O)c3ccccc3c2=O)c1 | -8 | 1 | i | 1 | 3 | -4 | 1 | -0.8 | -3 | -2.1
CC1(c2nnnn2Cc2ccccc2)CCC(=O)N1CCc1ccc(O)cc1 (stereo not given) | · | · | · | -4 | · | 6 | 4 | -1.1 | · | -1.0
Cn1nccc1NS(=O)(=O)c1ccc(F)cc1 | -7 | 1 | i | -5 | 8 | 1 | 4 | -0.5 | 1 | -0.2
N#Cc1ccc(CSc2ccc(S(=O)(=O)N3CCCCCC3)cn2)cc1 | -11 | -1 | i | -2 | 19 | 9 | 2 | -0.3 | -2 | 3.5
COc1cc(/C=C/CNC[C@H]2O[C@@H](n3cnc4c(N)ncnc43)[C@H](O)[C@@H]2O)ccc1O | · | -3 | i | -4 | -2 | -2 | 0 | 4.5 | 2 | -0.6
Cn1c(/N=C/c2ccccc2[N+](=O)[O-])nc2ccccc21 | -7 | -1 | i | -5 | 25 | -8 | 1 | 0.2 | 1 | 0.8
COc1ccc(/C=C/C(=O)c2ccc(O)cc2)cc1CN1CCOCC1 | -7 | -2 | i | 1 | -12 | 19 | -12 | 0.8 | -3 | -0.7
COc1cccc(-c2nc(-c3ccc4c(c3)NC(=O)CO4)cs2)c1 | -1 | -11 | i | -8 | 10 | 1 | -9 | 0.3 | -2 | 14
CS(=O)(=O)N(CC(=O)NCc1ccco1)c1ccc(OCc2ccccc2)cc1 | -3 | 1 | i | -3 | 7 | 0 | 2 | 0.2 | -1 | 1.1
Cc1ccc2nc(C)c(C(=O)N/N=C/c3ccc(N4CCOCC4)cc3)cc2c1 | -8 | -1 | i | 7 | -13 | -4 | 1 | -0.1 | -1 | -1.1
COc1ccccc1CNC(=O)CS(=O)Cc1nc(-c2ccccc2C)oc1C (stereo not given) | -3 | -1 | i | 0 | 18 | -1 | 3 | -1.1 | 0 | -0.2
CC(NC(=O)c1ccc2c(c1)C(=O)N(Cc1cccnc1)C2=O)c1ccccc1 (stereo not given) | -5 | 4 | i | -5 | 2 | -34 | -1 | -0.3 | -2 | 2.5
CC(C)(C)c1ccc(O)c(O)c1 | -12 | 0 | i | 28 | 37 | 3 | -3 | -1.1 | 3 | 0.8
COc1ccc(CNC(=O)C2CCN(C(=O)Cc3ccccc3)CC2)cc1 | -1 | 2 | i | -1 | -6 | 1 | -1 | -0.6 | 0 | -1.9
COc1ccc(/C=C/C(=O)NC(C)CCc2ccccc2)cc1OC (stereo not given) | -3 | -2 | i | -6 | 4 | -5 | 1 | 0.5 | 0 | -0.9
c1ccc2c(OCCCN3CCCCCC3)cccc2c1 | -6 | 0 | i | -5 | 12 | -5 | 2 | -1.8 | 1 | -0.2
CCN(CC)CCNC(=O)Cn1cnc2sc(C)c(S(=O)(=O)N3CC(C)CC(C)C3)c2c1=O (stereo not given) | -6 | 1 | i | -6 | 3 | 2 | 4 | -0.6 | 0 | -1.2
Cn1c(=O)n(CCc2ccccc2)c(=O)c2c1nc1n2CCCN1c1ccccc1 | -4 | 4 | i | -1 | -4 | 4 | 6 | -1.1 | 2 | 0.4
Cn1cc(CN2CCN(c3cnccn3)CC2)c(-c2cccc(Cl)c2)n1 | -8 | -2 | i | 4 | 3 | 6 | -12 | -0.1 | 0 | -0.3
O=C(NC(Cc1ccccc1)C(=O)N1CCCC1C(=O)O)c1ccccc1 (stereo not given) | -2 | 1 | i | 5 | 13 | 4 | -3 | -0.3 | -3 | -0.7
C=CCc1cc(Cl)ccc1OCCCNC(C)CC (stereo not given) | -2 | -1 | i | -10 | -6 | -4 | -3 | -0.3 | 1 | -1.4
Cc1ccc(C)c(NC(=O)C2CCCN(S(=O)(=O)c3ccc4[nH]c(=O)ccc4c3)C2)c1 (stereo not given) | 0 | -1 | i | 6 | -2 | 4 | -5 | 0.6 | -2 | 0.0
CC(C)C(C(=O)NCC1CCCO1)N(Cc1ccco1)C(=O)CNS(=O)(=O)c1ccccc1 (stereo not given) | -6 | 1 | i | -3 | 8 | 2 | 0 | -1.2 | -7 | -0.6

An excerpt of these results, as a markdown table:
| SMILES | Scp-1 inhibitor | DNMT1 block | Rpn11 inh | NadD block | PABP1 MLLE inh | SUMO1-SIM PPI | CSN deneddyl inh | TbMetRS inhib | STEP inh | LMPTP inh |
| --- | --- | --- | --- | --- | --- | --- | --- | --- | --- | --- |
| COc1cc(/C=C/CNC[C@H]2O[C@@H](n3cnc4c(N)ncnc43)[C@H](O)[C@@H]2O)ccc1O | · | -3 | i | -4 | -2 | -2 | 0 | 4.5 | 2 | -0.6 |
| Cn1cc(CN2CCN(c3cnccn3)CC2)c(-c2cccc(Cl)c2)n1 | -8 | -2 | i | 4 | 3 | 6 | -12 | -0.1 | 0 | -0.3 |

Continued.
SMILES | Scp-1 inhibitor | DNMT1 block | Rpn11 inh | NadD block | PABP1 MLLE inh | SUMO1-SIM PPI | CSN deneddyl inh | TbMetRS inhib | STEP inh | LMPTP inh
O=C(CCNS(=O)(=O)c1ccc(F)cc1)N1CCN(c2ncccn2)CC1 | · | 3 | i | 2 | 0 | -4 | 1 | -0.1 | 2 | 0.2
O=C(NCC(c1ccco1)N1CCCCC1)c1cccc(S(=O)(=O)Nc2ccc(F)cc2)c1 (stereo not given) | -2 | -1 | i | -3 | -11 | -2 | 4 | -0.2 | 0 | -0.2
O=C1C(Cl)=C(NCCc2ccccc2)C(=O)c2ccccc21 | -10 | 47 | i | 17 | 40* | 6 | 9 | -0.1 | 4 | 2.4
CC(C)N(C(=O)COC(=O)[C@H](C)NC(N)=O)c1ccccc1 | 1 | 3 | i | -4 | -6 | 1 | -1 | -1.5 | 1 | -1.4
Cc1ccnc(N/C=C(\C#N)c2nc(-c3cccc(Br)c3)cs2)c1 | 9 | 16 | · | 15 | i | 13 | -72 | -0.1 | -86 | 14
COc1ccccc1CNC(=O)CCNS(=O)(=O)/C=C/c1ccc(C)cc1 | -13 | 0 | i | -4 | -14 | -1 | 1 | 0.0 | -2 | 0.8
CC1CN(C(=O)c2cccs2)CCN1C(=O)c1cccs1 (stereo not given) | 8 | 5 | i | 8 | 8 | 1 | 2 | -0.1 | -3 | -0.1
CCCCCn1nnc2c(=O)oc3ccccc3c21 | 1 | 5 | i | 1 | -9 | 2 | -5 | -1.0 | 1 | 9.8
COc1ccc2cc3c(N)nn(C(=O)c4ccccc4[N+](=O)[O-])c3nc2c1 | -8 | 0 | i | -2 | 29 | -13 | 5 | -0.3 | 3 | 1.2
Nc1cccc(-c2cnc3ccccc3n2)c1 | -5 | 1 | i | -2 | 18 | -22 | 3 | -0.1 | 0 | -0.2
Cc1ccc(S(=O)c2ccc([N+](=O)[O-])c3nonc23)cc1 (stereo not given) | · | 30 | i | 10 | -3 | 24 | 42* | -0.2 | 5 | 8.0
COc1ccccc1C1(O)CCN(CC(=O)Nc2nc(-c3ccccc3)cs2)CC1 | -8 | -7 | i | -7 | -6 | 5 | 2 | 0.6 | 1 | -0.7
COc1ccc(/C=C/C(=O)N(C(C)C)C(C)C)cc1Br | -2 | 0 | i | -4 | 9 | -5 | 2 | -0.5 | 15 | 0.1

Source: PubChem BioAssay (several laboratories)
